High-throughput results from PubChem BioAssay.
dFosB activator – enhances mouse delta FosB homodimer DNA binding; AID 493131; P13346; 340,000 compounds, 0.99% hits; purified delta FosB, TAMRA-CDK5 oligo fluorescence polarization; percent of positive-control signal above neutral wells; activation, % at 25 µM;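 active means mean activation above about 17%, with every replicate also reaching it, limit read from the data, passing the limit was not always enough; inconclusive means only one of the two conditions met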;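 further: fluorescence polarization rise as delta FosB binds a TAMRA Cdk5 AP-1 oligo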
Target sequence (P13346 whole entry, looked up): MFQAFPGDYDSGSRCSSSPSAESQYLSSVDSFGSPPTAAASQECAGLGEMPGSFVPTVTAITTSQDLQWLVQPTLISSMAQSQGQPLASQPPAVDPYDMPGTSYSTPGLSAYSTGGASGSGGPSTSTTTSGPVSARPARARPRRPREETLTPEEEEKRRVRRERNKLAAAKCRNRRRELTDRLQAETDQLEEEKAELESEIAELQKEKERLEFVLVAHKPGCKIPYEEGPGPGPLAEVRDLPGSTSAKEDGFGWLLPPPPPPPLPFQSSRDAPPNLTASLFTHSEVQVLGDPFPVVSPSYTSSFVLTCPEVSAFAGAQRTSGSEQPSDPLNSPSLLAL
RTF Ca sens act – increases calcium sensitivity of human cardiac regulated thin filaments; P19429+P45379; IANBD-labeled TnC RTF fluorescence at EC20 calcium; 0% EC20 calcium, 100% full calcium; activation, % at 7.2 µM; 340,000 compounds, 0.24% hits;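 active means activation above the mean over all tested compounds plus 3 SD, cut at about 30% in these data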;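 further: rise in fluorescence read as greater calcium sensitivity of cardiac thin filaments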
CDK5 inh – blocks human CDK5/p35 kinase activity; Q00535+Q15078; Recombinant CDK5/p35, ADP-Glo luminescence, 60 min; inhibition, % at 10 µM; 330,000 compounds, 0.01% hits;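 active means highest replicate inhibition of at least 50% and at least 75% of replicates reaching 50%; inconclusive means only one of the two criteria met; inactive means both criteria failed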;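 further: plate controls were DMSO neutral control for no effect and GW8510 at 10 µM for full effect; many of its hits are not listed in these tables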
MITF act – MITF TRPM1 promoter activation in melanoma cells; SK-MEL-5 TRPM1-promoter luciferase, 24 h; % of positive control, neutral wells = 0; 300,000 compounds, 0.75% hits; activation, % at 12.5 µM;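 active means mean activation of at least 80% with every replicate also reaching 80%; inconclusive means mean reaches 80% but some replicate falls short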;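 further: 0% = neutral control wells and 100% = parthenolide positive control wells; values of inactives mirror those of a sister screen read the other way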
Wnt bcat act – Wnt/beta-catenin pathway activation. 300,000 compounds, 1.2% hits. Wnt/beta-catenin reporter cell assay, activator, plate reader. activation, % at 9.35 µM; in the data active means activation above about 30%, passing the limit was not always enough; inconclusive means no clear call, values can overlap the other calls;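 further: 0% = neutral control wells and 100% = positive control wells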
Tat transport – inhibitors of E. coli Tat protein transport. E. coli MC4100 TorA-mCherry Tat export, fluorescence. AID 488895. 340,000 compounds, 0.036% hits. inhibition, % at 10 µM;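 active means mean replicate inhibition at least 50% and at least half of replicates individually reaching 50%; inconclusive means only one of the two criteria met; inactive means neither criterion met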;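 further: exported cargo escapes ClpAP degradation while cytoplasmic cargo is degraded and loses fluorescence; 0% = median of neutral control wells and 100% = median of NaSCN control wells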
CAL PDZ FP-1 – human CAL PDZ-peptide interaction inhibition; AID 504414; inhibition, % at 20 µM; 330,000 compounds, 0.02% hits; purified CAL PDZ, TMR-peptide fluorescence polarization, 1 h; Q9HD26;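 active means highest replicate inhibition of at least 40%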;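 further: plate controls were DMSO neutral control wells for no effect and unlabeled competitor peptide control wells for full effect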
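System: tagged CAL PDZ domain. Schedule: 1 h room-temperature incubation prior to read. Signal: fluorescence polarization (mP). Measure: percent inhibition from loss of millipolarization.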
V-ATPase pHluor – alters yeast V-ATPase proton transport. response, % at 10 µM. S. cerevisiae, pHLuorin cytosolic pH fluorescence. 350,000 compounds, 0.37% hits; in the data active means response mostly above about 7.3%, no sharp cut-off; inactive means mostly below about 5.4%; further: actives read high; inactives centre near 0; some compounds called inactive have numbers as strong as hits; reference of the scale not given here
Rtt109 Vps75 – inhibitors of Candida albicans Rtt109/Vps75 histone acetyltransferase; purified Rtt109/Vps75, ThioGlo CoA-SH fluorescence, 4 h; inhibition, % at 34.9 µM; 330,000 compounds, 0.16% hits;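 active means inhibition of at least 50% in every replicate; inconclusive means best replicate reaches 50% inhibition but some replicates fall short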
Target sequence (Q5AAJ8 whole entry, looked up): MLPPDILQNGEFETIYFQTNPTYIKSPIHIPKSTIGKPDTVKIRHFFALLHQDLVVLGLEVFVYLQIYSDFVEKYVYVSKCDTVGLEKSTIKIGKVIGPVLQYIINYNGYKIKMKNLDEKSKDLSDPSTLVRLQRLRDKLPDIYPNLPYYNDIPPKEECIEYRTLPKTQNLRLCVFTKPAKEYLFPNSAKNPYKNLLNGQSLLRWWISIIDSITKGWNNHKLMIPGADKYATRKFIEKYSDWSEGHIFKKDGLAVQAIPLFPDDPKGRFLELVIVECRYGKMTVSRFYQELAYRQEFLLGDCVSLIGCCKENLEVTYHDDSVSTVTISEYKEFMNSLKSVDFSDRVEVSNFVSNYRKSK
CAL PDZ FP-2 – CAL PDZ (human) peptide binding inhibition; Q9HD26; purified CAL PDZ, TMR-peptide fluorescence polarization, 1 h; inhibition, % at 24.9 µM; 300,000 compounds, 0.92% hits; AID 602252;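 active means mean inhibition of at least 30% with at least half of replicates also reaching 30%; inconclusive means no clear call, values can overlap the other calls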;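 further: 0% = DMSO neutral control and 100% = excess unlabeled competitor peptide PRC23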
Numbers without * were called inactive; ? = inconclusive; . = not tested or not shown.

SMILES	dFosB activator	RTF Ca sens act	CDK5 inh	MITF act	Wnt bcat act	Tat transport	CAL PDZ FP-1	V-ATPase pHluor	Rtt109 Vps75	CAL PDZ FP-2
CC(C)C[C@@H](CN1CCC[C@@H]1CN1C(=O)C(=O)NC[C@@H]1Cc1ccccc1)N1C[C@H](Cc2ccccc2)N(CC2CCCCCC2)C(=O)C1=O	35*	-1	1.2	-3	-3	18	0.0	0	3	-6
CCOC(=O)c1c(C)[nH]c(C(=O)COC(=O)CNC(=O)c2ccc(Br)cc2)c1C	13	4	0.3	-5	-2	-8	-1.1	0	-7	0
CCCSc1nc(N)cc(=O)[nH]1	3	1	13	4	.	11	0.3	1	6	-2
CCOc1ccc2nc(N(CCCN(C)C)C(=O)c3ccc(S(=O)(=O)N4CCCC4)cc3)sc2c1	7	1	1.7	10	2	-7	0.0	5	3	.
COc1ccc(-c2noc(CCC(=O)N3CCN(c4ccccc4C(F)(F)F)CC3)n2)cc1	-4	-10	-0.1	4	-1	10	-1.6	1	5	-10
CCC(C)(C)n1nnnc1C(c1ccc2ncccc2c1)N1CCCCCC1 (stereo unspecified)	-10	5	0.9	0	-4	-6	-0.9	3	-3	1
CCc1nnc(NC(=O)[C@@H](NS(=O)(=O)c2ccc3c(c2)OCCO3)C(C)C)s1	2	3	-1.0	7	-3	-2	0.1	-3	-2	-1
CC(NS(=O)(=O)c1ccccc1)C(=O)Nc1ccc2c(c1)OCCO2 (stereo unspecified)	-3	-2	0.1	13	3	3	-0.5	3	4	.
COc1cccc(NC(=O)c2sc(Cl)nc2C)c1	-2	0	-2.5	12	0	-3	12	-2	8	-3
CC(OC(=O)C1CCC(=O)N1)C(=O)Nc1cc(Cl)cc(Cl)c1 (stereo unspecified)	5	3	-0.9	-7	.	1	-0.1	0	-9	-10
CCn1c(=O)c2cc(C(=O)Nc3cccc(C(C)=O)c3)sc2c2ccccc21	73*	-3	0.4	-5	-1	2	-1.1	-2	-12	11
CC(C)(C)c1ccc(C(=O)Nc2ccc(F)cc2)s1	-1	1	-0.9	91*	5	-1	-1.8	2	4	-5
Cc1ccc(/C=C/C(=O)Nc2cccc3ncccc23)o1	0	-1	1.7	4	-4	-7	-2.5	3	10	-2
COc1ccccc1CCC(=O)Nc1ccc2c(c1)CN(CCCn1cccn1)CC2	-11	-3	1.3	1	-1	-9	0.0	1	1	.
NC(=O)c1ccc(/C=N/O)nc1	2	4	-4.2	7	0	-2	1.6	-5	-3	.
Brc1ccc(-c2csc(N3CCCCCC3)n2)cc1	-6	3	1.3	36	20	8	0.2	-9	-6	.
Cc1ccccc1N1CCN(CC(=O)NCc2ccc(Cl)cc2)CC1	4	-2	-0.8	-5	-2	2	-0.7	-1	4	1
Cc1cc(C)cc(N(CC(=O)Nc2cccc(C)n2)S(=O)(=O)c2c(C)noc2C)c1	-5	-2	1.2	-15	-2	8	-1.7	-3	4	-6
O=C(Oc1ccc2ccc(O)cc2c1)C1CCCCC1	-10	.	0.1	-15	-1	-1	-0.4	2	-2	2
COc1ccc(CCNC(=O)C/C(C)=N/NC(=O)Cc2cccc3ccccc23)cc1OC	-7	3	0.5	.	1	-2	-1.2	-1	3	-4
Cc1ccc(SCc2nc3ccccc3n2CC(=O)Nc2ccc(Cl)cc2)cc1	1	-5	1.1	1	.	-20	.	-5	-9	-2
CC(=O)N/C(=C/c1ccc2c(c1)OCO2)C(=O)N1CCOCC1	0	4	-0.7	-8	-1	2	-0.8	2	-10	.
CCSc1nnc(NC(=O)CSc2nc3c(c(=O)n2C)SC(C)C3)s1 (stereo unspecified)	-13	-2	0.4	-11	.	-2	-2.7	3	1	-2
CCOC(=O)C(C)Sc1nc2c(c(=O)[nH]c(=O)n2C)n1CCc1ccccc1 (stereo unspecified)	-8	-3	-0.5	5	.	6	-2.1	5	1	-2
CC(=O)N1CCOc2ccc(S(=O)(=O)N3CCC(C(=O)NCc4ccc(F)cc4)CC3)cc21	1	-6	0.7	-7	-3	0	-1.7	-3	45	-5
CCCc1nnc(NC(=O)CCC(=O)NCc2ccc(Cl)cc2Cl)s1	4	0	0.1	-4	-3	-4	-1.8	-3	-11	-6
Cc1ccc(NC(=S)N2CCC(N(C)CC3CCCO3)CC2)cc1 (stereo unspecified)	7	1	-0.9	-5	-3	5	-0.8	1	-12	-1
COc1cc(O)c(C(CC(=O)N2CCCC2)c2ccc(N(C)C)cc2)c(OC)c1 (stereo unspecified)	-9	7	0.9	-4	-2	4	-2.7	8	1	-1
O=C(NCCOc1ccccc1F)C1CC(=O)N(c2ccc3c(c2)OCCO3)C1 (stereo unspecified)	-4	0	-1.5	3	-5	-4	-0.1	-3	3	2
COCCN1Cc2cccc(C(=O)NCCc3ccccc3)c2C1=O	-3	-3	1.7	.	-1	-5	-0.8	-4	-3	-1
CCN(CC)CCNC(=O)CSc1c2c(nc3cc(Cl)ccc13)CCCC2	-5	1	-0.8	17	.	-3	-2.1	-2	-112	-2
CCCOc1ccc(C(=O)NCC(c2ccco2)N(C)C)cc1 (stereo unspecified)	-8	6	0.1	15	.	-11	-0.4	-2	2	-4
Clc1ccc(OCCCn2ccnc2)c(Br)c1	-6	5	0.2	3	.	4	-0.5	-2	5	1
Cc1cc(C)c(N=Cc2c(O)n(-c3nccs3)c(=O)c3ccccc23)c(C)c1	-1	5	-0.5	-1	.	-6	-1.1	-1	0	-6
CC(=O)c1cccc(NC(=O)Nc2csc3c2CCCC3)c1	-9	3	-0.2	16	2	-7	-0.3	0	-6	.
COc1ccc(C2NC(=O)NC(C)=C2C(=O)OCc2ccccc2)cc1 (stereo unspecified)	2	-1	-1.2	-8	-2	0	2.7	3	-1	-3
CCC(=O)NC(=S)Nc1ccc(S(=O)(=O)NC(C)C)cc1	-4	-4	-20	-5	-1	20	2.0	8	4	.
CCOc1cc(N2CCOCC2)c(OCC)cc1NC(=O)c1ccc(NC(C)=O)cc1	-2	-3	1.3	-6	-1	2	0.4	-2	2	-1
CC(=O)c1ccc(S(=O)(=O)N(CC(=O)NC2CC2)Cc2ccc(F)cc2)cc1	-3	-9	0.0	9	-2	-4	0.0	-1	-8	.
Cc1nn(C)c(C)c1S(=O)(=O)N1CCC(CO)(Cc2ccc(Cl)cc2)CC1	-3	-4	0.7	5	0	4	-1.0	-2	-7	-1
O=C(c1ccc2c3n(nc2c1)-c1ccc(Cl)cc1CO3)N1CCOCC1	1	2	2.5	126*	33*	5	-2.1	-2	-3	-3
CCOC(=O)c1c(C)[nH]c(C(=O)COC(=O)[C@H](C)NC(=O)c2ccccc2Cl)c1C	-11	3	-2.5	38	7	-4	-0.9	-2	4	2
CCOc1ccc(N(CC(=O)Nc2cc(C)ccc2C)S(=O)(=O)c2c(C)[nH]c(=O)[nH]c2=O)cc1	-9	1	-3.5	2	2	3	0.1	1	-5	10
CCn1c(C)nc2cc(NC(=O)Nc3cccc(C(C)=O)c3)ccc21	-12	1	0.1	32	0	3	0.8	2	-3	-3
Cc1cc(C)cc(N(CC(=O)N2CCCC2)S(C)(=O)=O)c1	0	1	2.0	-22	0	6	.	2	10	-7
COC(=O)N/N=C/c1cccc(OCCSc2ccc(Cl)cc2)c1	-14	2	-5.4	4	.	8	-3.0	-4	6	2
C#CCNC(=O)C1=C[C@@H](c2cn(C(C)=O)c3ccccc23)C[C@@H](OCCCCO)O1	-8	5	-1.0	-4	1	3	-1.5	6	6	-2
Cc1cc(C)n(CC(=O)Nc2cccc(C(F)(F)F)c2)n1	-7	6	-0.3	-15	-1	-9	-2.9	0	-10	-1
Cc1cc(C)n(CC(O)COc2ccccc2C)n1 (stereo unspecified)	0	6	1.2	26	1	-4	-0.5	-2	-10	0
COc1cccc(C2c3[nH]c4ccccc4c3CCN2Cc2cnc(C)s2)c1OC (stereo unspecified)	-3	-1	-0.1	-50	-23	6	-2.3	-1	-8	-1
O=[N+]([O-])c1cccc(S(=O)(=O)Nc2ccc(-c3ccc(N4CCOCC4)nn3)cc2)c1	-11	-2	-1.5	11	2	20	-5.6	1	8	-2
O=C(Nc1ccc(S(=O)(=O)N2CCCC2)cc1)c1cccs1	-12	8	-1.1	6	.	4	-3.7	-2	-1	-2
Cc1cc(Cn2nc(-c3ccccc3)cc2C(=O)NCc2cccc(Br)c2)on1	-2	-9	1.9	0	-5	0	-0.6	-1	7	-8
Nc1ccccc1SCc1ccccc1	3	1	1.1	11	9	-1	-1.3	-1	-3	.
COc1ccccc1C(=O)NNC(=O)C1CCN(C(=O)OC(C)(C)C)CC1	-4	-4	-0.9	-14	0	1	0.7	-2	-3	2
COc1cccc(NC(=O)COc2ccccc2)c1	3	1	0.8	71	12	-4	0.3	-1	6	0
O=C(NCC1CCCCC1)c1ccc(F)c(S(=O)(=O)N2CCOCC2)c1	-1	3	-0.4	6	-4	6	-0.3	-3	4	.
O=C(Nc1ccn(Cc2c(F)c(F)c(F)c(F)c2F)n1)c1cccc(Cn2cc([N+](=O)[O-])cn2)c1	0	-3	0.5	4	.	13	-0.9	0	7	.
CCCN1CCN(CCNC(=O)Nc2ccccc2Cl)CC1	7	-5	0.0	4	-1	-10	1.9	0	-15	-2
CCC(C)c1ccccc1NC(=O)C1CCCO1 (stereo unspecified)	2	12	-4.4	-4	1	-2	-1.3	0	-1	-1
Further results
SMILES	dFosB activator	RTF Ca sens act	CDK5 inh	MITF act	Wnt bcat act	Tat transport	CAL PDZ FP-1	V-ATPase pHluor	Rtt109 Vps75	CAL PDZ FP-2
N#Cc1c(N2CCOCC2)nsc1-c1ccc(C(F)(F)F)cc1	-10	.	0.6	.	-1	5	-2.8	6	-5	.
CCC(C)c1ccccc1NC(=O)COc1ccc(-n2cnnn2)cc1 (stereo unspecified)	-10	-6	0.0	2	-1	-2	0.8	1	16	-5
Clc1ccc(OCCOCCNCc2ccccc2)cc1Cl	-3	11	0.8	.	0	-1	-0.8	1	-3	-4
COc1cccc(C(=O)N(CN2CCCC2=O)c2cccc(Cl)c2)c1OC	-1	-3	2.0	.	.	?	-0.1	-2	-3	0
CC(c1nc2ccccc2n1Cc1ccccc1)N1CCCCC1 (stereo unspecified)	2	-2	-0.1	8	0	-3	0.0	-1	4	-1
Cc1cc(Nc2ccc(Cl)cc2)n(-c2ccccc2)n1	-8	-5	1.3	.	-2	5	-0.2	-2	-2	.
CC(=O)Nn1cnc2c(c1=O)C1(CCCCC1)Cc1ccccc1-2	-4	-6	-1.2	-13	.	-2	.	-2	-2	-6
O=C(CSc1nc2ccc([N+](=O)[O-])cc2[nH]1)c1ccc(Cl)cc1	-1	5	-0.6	-13	-2	-2	0.7	3	-10	0

A draw from above in order of SMILES length, lowest first.
SMILES	dFosB activator	RTF Ca sens act	CDK5 inh	MITF act	Wnt bcat act	Tat transport	CAL PDZ FP-1	V-ATPase pHluor	Rtt109 Vps75	CAL PDZ FP-2
Brc1ccc(-c2csc(N3CCCCCC3)n2)cc1	-6	3	1.3	36	20	8	0.2	-9	-6	.
Cc1ccc(/C=C/C(=O)Nc2cccc3ncccc23)o1	0	-1	1.7	4	-4	-7	-2.5	3	10	-2
O=C(NCC1CCCCC1)c1ccc(F)c(S(=O)(=O)N2CCOCC2)c1	-1	3	-0.4	6	-4	6	-0.3	-3	4	.
